Source: PubChem
mcGAS RapidFire: blocks mouse cGAS cGAMP production. Q8C6L5. recombinant mouse cGAS, cGAMP by RapidFire MS. inhibition, % at 12.5 µM. 130,000 compounds, 0.18% hits;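 active = inhibition of cGAS enzyme activity at or above 60%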;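 also: enzyme stimulated by 45 bp dsDNA with ATP and GTP substrates; cGAMP share of summed cGAMP plus half ATP and half GTP signals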
Target sequence (Q8C6L5 whole entry, looked up): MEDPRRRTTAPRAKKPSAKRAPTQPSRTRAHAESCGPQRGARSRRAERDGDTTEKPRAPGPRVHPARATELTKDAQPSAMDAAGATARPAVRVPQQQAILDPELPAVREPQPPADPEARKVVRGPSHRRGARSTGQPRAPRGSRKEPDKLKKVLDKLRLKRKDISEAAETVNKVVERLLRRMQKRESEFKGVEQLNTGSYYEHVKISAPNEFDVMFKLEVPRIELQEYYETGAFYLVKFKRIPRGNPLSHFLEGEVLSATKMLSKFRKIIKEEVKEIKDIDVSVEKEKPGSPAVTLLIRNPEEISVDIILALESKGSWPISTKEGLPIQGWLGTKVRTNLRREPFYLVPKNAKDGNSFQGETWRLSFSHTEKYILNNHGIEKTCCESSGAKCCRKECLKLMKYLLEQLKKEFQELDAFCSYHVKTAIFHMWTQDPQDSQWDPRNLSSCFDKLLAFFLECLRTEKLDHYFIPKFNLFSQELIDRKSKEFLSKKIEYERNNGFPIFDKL
* = called active by the depositor; & = joins results of further samples.

mcGAS RapidFire	Compound
-10	CCOC(=O)C1=C(c2ccccc2)Nc2nc(C)nn2C1c1ccc(OC)c(OC)c1 (centres undefined)
1	N#CCCCSc1nc(-c2cccc(Oc3ccccc3)c2)[nH]c1-c1ccccc1
0	COc1ccc(C(=O)Nc2ncccc2O)cc1Br
7	COC(=O)[C@@H]1C[C@@H](NC(=O)c2ccc3cccnc3n2)CN1C
1	CN1CCN(N=Cc2ccc(N3N=C(c4ccccc4)CC3c3ccccc3)cc2)CC1 (centres undefined)
-14	NS(=O)(=O)c1cnc(N2CCCC2Cc2cccc(F)c2)s1 (centres undefined)
1	NC(=O)NO
-2	C=CCNc1sc(C(=O)C(C)(C)C)c(N)c1C#N
-5	O=C(C1CCN(C2CCc3c(F)ccc(F)c32)CC1)N1CCCCCC1 (centres undefined)
-14	NCC1Cc2cc(-c3ccc(S(N)(=O)=O)cc3F)cc(Cl)c2O1 (centres undefined)
-7	CC(C)(C)c1nn2cnnc2n(/N=C\c2ccc(Cl)cc2)c1=O
-10	CC(C)(C)N1C(=O)c2ccccc2C1(O)C(=O)c1ccccc1 (centres undefined)
-60	COc1ccccc1C(=O)NCCc1nc(C2CCCCC2)no1
-1	O=C(CN1C(=O)CC2(CCCC2)C1=O)c1ccc(Cl)s1
-17	COCCNC(=O)C1CCCN(C2CCN(c3ncc(F)cn3)CC2)C1 (centres undefined)
1	Cc1cc(-n2c(C)cc(-c3csc(N4CCN(C)CC4)n3)c2C)no1
7	Cc1ccc(C(=O)Nc2cc(-c3cn4cccnc4n3)ccc2C)cc1
-9&11	C[C@]12CC[C@@H]3c4ccc(O)cc4CC[C@H]3[C@@H]1CC[C@@H]2O
-14	S=c1oc(-c2ccncc2)nn1CN1CCN(c2ccccc2)CC1
-3	Cc1ccc(CN2CCN(Cc3cn[nH]c3C3CCCCC3)CC2CCO)cc1 (centres undefined)
-3	Cc1cc(C(=O)CSc2ncn[nH]2)c(C)n1CC(F)(F)F
-2	Brc1ccc(OCCn2c3ccccc3c3nc4ccccc4nc32)cc1
-2	COCCc1nc2ccc(C(=O)NCC3(c4ccc(OC)cc4)CCCC3)cc2o1
2	COc1cc(Cl)c(C)cc1NC(=O)CN1CCN(c2cccc(C(F)(F)F)c2)CC1
-3	COC=C1N=C(c2sc(C)nc2C)ON1
2	COc1ccc(-n2nnc3c(=O)n(CC(=O)NCc4ccccc4)cnc32)cc1
-6	S=C(NCc1nc2ccccc2[nH]1)NC1CC2CCC1C2 (centres undefined)
1	O=C(NC(c1ccccn1)C1CCCC1)c1cc(Br)ccc1Cl (centres undefined)
-9	CC1CCCN1CC(=O)Nc1cccc(Oc2cccnn2)c1 (centres undefined)
-4	CC(=O)OCC(=O)[C@@]1(OC(C)=O)[C@@H](C)CC2C3C[C@H](F)C4=CC(=O)C=C[C@]4(C)[C@@]3(F)[C@@H](O)C[C@@]21C (some centres undefined)
-12	O=C(NCc1ccccc1-n1cccn1)c1cc(C2CC2)[nH]n1
-10	Cn1cc(S(=O)(=O)N2CCN(C(=O)CCCOc3ccc(C(C)(C)C)cc3)CC2)cc1C(N)=O
-5	CC1=NN(c2nc(C)cc(C)n2)C(=O)C1Cc1ccc(Cl)cc1 (centres undefined)
-7	C=CCc1cc(CN2CCN(C)C3(CCN(C)CC3)C2)cc(OCC)c1O
-7	Cc1nc2ccc(S(=O)(=O)c3ccc4nc(C)[nH]c4c3)cc2[nH]1
-2	CCCC(=O)NCCNc1ccc(Nc2ccncc2)nn1
-1	Cc1cc(C(C)NC(=O)c2ccc(NC(=O)NC3CC3)cc2)c(C)s1 (centres undefined)
-9	COc1ccc(NC(=O)CCC2CCCN(CCCC(F)(F)F)C2)c(C)c1 (centres undefined)
0	COc1ccc(OC)c(-c2nc(CN(C)C(C)c3ccncn3)c(C)o2)c1 (centres undefined)
0	CCCN(C(=O)c1ccc(=O)n(C)n1)S(=O)(=O)c1ccc(Cl)cc1
-13	COC(=O)CCC1CCCCN1C(=O)CS(C)(=O)=O (centres undefined)
2	Cc1ccccc1Cn1c(C)c(C(=O)N(C)Cc2ccc(F)cc2)sc1=O
-18	c1cc(-c2nc3c4c5c(sc4ncn3n2)CCCCC5)ccn1
-17	Cc1ncnc2c1ncn2-c1ccc(N)nc1
-9	Cc1cc(C)n2ncc(CN(C)CC(C)N3CCOCC3)c2n1 (centres undefined)
-9	CCN(CC)CC(=O)NCc1cccnc1N1CCOCC1
-14&27	Cc1cc(NC(=O)CCc2ccco2)ccc1N1CCN(C)CC1
-30	Cc1nc2c(c(N(C)C)n1)CCN(S(=O)(=O)c1c(C)nn(C)c1Cl)C2
-9&3	CNC(=O)C1CCN(C(=O)c2ccc(-c3ccc(Cl)cc3)o2)CC1
-2	COc1ccc2c(=O)c(Br)cccc2c1OC
1	O=C(O)c1cccc(-n2c(C3C4CCCCC43)n[nH]c2=S)c1 (centres undefined)
4	COc1cc(-c2noc(CN3CCOC(C)C3)n2)ccc1C (centres undefined)
-7	CCOCCn1c(=O)c2c(nc3n(CC4CCCO4)c(C)c(C)n23)n(C)c1=O (centres undefined)
-12	Cc1cc(Nc2ccccc2)n(-c2ccc([N+](=O)[O-])cc2)n1
3	COC(CNC(=O)c1cc(C(N)=O)cs1)C(C)(C)C (centres undefined)
-1	C=CCN=c1scc(-c2ccccc2)n1N=Cc1ccc(O)cc1O
-4	O=C(CSc1nnc(-c2ccco2)n1C1CCCCC1)N1CCCCC1
12	O=C(O)c1ccc(NC2CC2)c(Br)c1
-6	Cc1cc(C)n(C2CCN(Cc3ccnc(C(C)C)n3)C2)n1 (centres undefined)
-11	Nn1c(-c2ccc(C(F)(F)F)cc2)n[nH]c1=S

(more compounds)
mcGAS RapidFire	Compound
-5	CCN(CC)C(=O)N1CCCC(C(=O)Nc2cccc(C)c2C)C1 (centres undefined)
0	O=c1[nH]c(=S)[nH]c2nc(-c3cccs3)cc(C(F)(F)F)c12
-8	Cc1c(Br)cccc1NC(=O)C1(C)CCN1CCOc1ccccc1 (centres undefined)
-5	CC(C)(C)n1ncc2c(=O)n(NC(=O)c3ccc(C(F)(F)F)cc3)cnc21
-3	Cc1nnc(C(C)Nc2ccc(OC3CCCC3)cc2)o1 (centres undefined)
-8	CCOC(=O)C1(Cc2cccc(OC)c2)CCN(Cc2c(C)nc3sccn23)CC1
1	CC(=O)CSc1ncnc2c1oc1ccccc12
3	CCC1(C)NC(=O)N(NC(=O)c2ccc(Cl)s2)C1=O (centres undefined)
-12	CC(C)c1noc(-c2ccc(NC(=O)N(C)Cc3cccc(Cl)c3)cc2)n1
-15	CCOC(=O)C(NNS(=O)(=O)c1ccc(C)cc1)(NC(=O)CC(C)C)C(F)(F)F (centres undefined)
-3	O=C(Nc1cccc(CNc2nccc(C(F)(F)F)n2)c1)c1ccco1
-8	COc1cc(NC(=O)N(C)C(C)c2ccc(F)cc2)cc(OC)c1 (centres undefined)
-4	Cc1ccc2c(N)c(C#N)sc2n1
-9	COC(=O)c1ccc(-c2nc(CN(C)Cc3ccc4nsnc4c3)c(C)o2)cc1
-7	Cc1c(CN2CCCC2c2ccccn2)[nH]c2ccc(F)cc12 (centres undefined)
-2	O=C(c1ccoc1)N1CCCC(N2CCN(c3cccc(C(F)(F)F)c3)CC2)C1 (centres undefined)
-7	COC(=O)C1(NC(=O)c2cccc(S(=O)(=O)N(C)C3CCCCC3)c2)CCCCC1
-14	O=C(Nc1ccnn1Cc1c(Cl)cccc1Cl)NC1CC1
-1	O=C(/C=C/c1cn(S(=O)(=O)c2cccc3ccccc23)c2ccccc12)NCCCO
-9	O=C(CC1CCCC1)NCc1nnc(-c2ccc(Cl)cc2)o1
-2	O=C(Cn1c2c(c3ccccc31)CCC2)NCC1CCS(=O)(=O)C1 (centres undefined)
-10	C=CCN(Cc1cccc(C#N)c1)S(=O)(=O)c1ccc(C#N)cc1
-26	Cc1ccc(O)c(C(=O)c2cnc3c(c2)c(=O)[nH]c(=O)n3CC(C)C)c1
-2	COc1ccc(C(=O)N2CCN(C(C(=O)NCC3CC3)C3CCCC3)CC2)cc1 (centres undefined)
4	N#CC1c2nc3ccccc3n2[C@H]2C[C@@]1(O)[C@@H]1OC[C@H]2O1 (some centres undefined)
3	CC(=O)c1ccccc1NC(=O)C(C)Nc1ccc(C)cc1C (centres undefined)
-3	C=CCSc1nnc(NC(=O)C2CCCCC2)s1
-8	N#Cc1ccccc1NC(=O)COc1cc(Cl)ccc1Cl
-12	CCOC(=O)c1nn(-c2ccccc2C)c(=O)cc1NCc1ccccc1OC
-7	CC(c1ccncn1)N(C)C(=O)c1cn(C/C=C/c2ccccc2)nn1 (centres undefined)
47	Cn1c(=O)c2c(nc(CO)n2C)n(C)c1=O
-1	CCOCCN1CCN(c2nccc(CCC(F)(F)F)n2)CC1
1	CCOC(=O)C(=Cc1c(C)nc2sccn12)C(=O)c1[nH]c(C)c(C(=O)OCC)c1C
0	c1ccc(CN=C2NN=C(c3ccccc3)CS2)cc1
-11	CSCCNC(=O)CC1C(=O)NCCN1Cc1ccccc1 (centres undefined)
1	O=C(Oc1cc(=O)n(-c2ccccc2)c2c1CCCC2)c1ccc([N+](=O)[O-])cc1
-9	Cc1cc(=O)[nH]c(=S)n1CCO
-3	COc1cc([C@@H]2c3cc4c(cc3C(OC3O[C@@H]5COC(C)O[C@H]5[C@H](O)[C@H]3O)C3COC(=O)[C@@H]32)OCO4)cc(OC)c1O (some centres undefined)
-8	Cc1cc(N2CCOCC2)ccc1NC(=O)Cn1cccnc1=O
3	COc1ccc(CNC(=O)CCC2CCCN(C(=O)/C=C/c3ccccn3)C2)c(OC)c1 (centres undefined)
-40	N#CCN1CCC/C1=C\[N+](=O)[O-]
-7	Cc1n[nH]c(C)c1S(=O)(=O)N1CCCC(C)C1 (centres undefined)
-3	O=C(NC1CCN(Cc2ccccc2)CC1)c1cn(CC2CCCO2)nn1 (centres undefined)
-2	Cc1ccc(S(=O)(=O)N2CCCCC2C2CCCN2C(=O)OC(C)(C)C)cc1C(N)=O (centres undefined)
-9	Cn1c(=O)[nH]c(=O)c2cc(C(=O)Nc3cc4c(cc3Cl)OCCO4)cnc21
-9	C=CCn1c(N)c(C(=O)NCC)sc1=S
-7	CC(c1cccc(O)c1)N(C)CC(=O)NC(C)(C#N)C(C)C (centres undefined)
-6	COc1ncc(CN(C)Cc2ccc3nsnc3c2)cn1
-9	CCCCNC(=O)C1CCC(C)N(CC(=O)Nc2nc(CC)c(C)s2)C1 (centres undefined)
-7	Cc1noc(N=CN(C)C)c1Sc1ccccc1[N+](=O)[O-]
-11	Nc1nc2n(n1)C1(CCCCC1)C1CCCCC1=N2 (centres undefined)
-1	COc1ccc(COC(=O)c2csc(-c3ccc(OC)c(OC)c3)n2)cc1OC
-33	COCCN(CC(=O)Nc1cccc(Cl)c1)C1CCS(=O)(=O)C1 (centres undefined)
-2	CCOc1ccc(Cl)cc1CNc1nnnn1CC
-5	COc1cc(OC)cc(C2CCN(CCn3cncn3)C2)c1 (centres undefined)
-5	CN(C)CC(C)(C)CNS(=O)(=O)c1cccc2nsnc12
-3	CN1CCN(c2nc(-c3cccnc3)nc3ccccc23)CC1
-15	Cc1cc(N(C)CCCn2cccn2)nc(-c2cccnc2)n1
-5	Cc1[nH]ncc1C(=O)N1CCC2(CCCN(CCCc3ccccc3)C2)C1 (centres undefined)
-12	CSc1nc(C)cc(Nc2ccc(O)cc2)n1

A draw from above in order of count of non-hydrogen atoms, largest number first.
mcGAS RapidFire	Compound
-2	CCOc1ccc(Cl)cc1CNc1nnnn1CC
-7	Cc1n[nH]c(C)c1S(=O)(=O)N1CCCC(C)C1 (centres undefined)
-40	N#CCN1CCC/C1=C\[N+](=O)[O-]

The listing continues:
mcGAS RapidFire	Compound
-12	CC1(C(=O)Nc2cnc3ccccc3c2)CCN1Cc1ccoc1 (centres undefined)
-5	CCn1cnc2c(-c3ccccc3)cn(CC(=O)Nc3cccc(Cl)c3C)c2c1=O
-10	CNc1cccc(-c2cccc(CO)c2)n1
-7&-3&4&9	COc1cc(NC(C)CCCN)c2ncccc2c1 (centres undefined)
-16	CCOC(=O)c1sc(N)c(C#N)c1COc1ccc(F)c2c1C(=O)CC2C (centres undefined)
-4	Cc1ccc(-n2c(C)nnc2SCCC#N)cc1
-7	COC(=O)C(N=Cc1cc([N+](=O)[O-])cc(Br)c1O)C12CC3CC(CC(C3)C1)C2 (centres undefined)
-34	CCOc1ccc(NC(=O)CC2S/C(=N/N=C3/C=C(C)CC(C)(C)C3)NC2=O)cc1 (centres undefined)
-8	O=C(NCCc1cnccn1)c1coc(COc2ccccc2)n1

17 compounds from above, sorted by count of non-hydrogen atoms, lowest first.
mcGAS RapidFire	Compound
1	NC(=O)NO
-9	Cc1cc(=O)[nH]c(=S)n1CCO
-4	Cc1ccc2c(N)c(C#N)sc2n1
-9	C=CCn1c(N)c(C(=O)NCC)sc1=S
-11	Nn1c(-c2ccc(C(F)(F)F)cc2)n[nH]c1=S
-2	C=CCNc1sc(C(=O)C(C)(C)C)c(N)c1C#N
-11	Nc1nc2n(n1)C1(CCCCC1)C1CCCCC1=N2 (centres undefined)
-1	O=C(CN1C(=O)CC2(CCCC2)C1=O)c1ccc(Cl)s1
-3	Cc1nnc(C(C)Nc2ccc(OC3CCCC3)cc2)o1 (centres undefined)
-2	CCCC(=O)NCCNc1ccc(Nc2ccncc2)nn1
-10	CC(C)(C)N1C(=O)c2ccccc2C1(O)C(=O)c1ccccc1 (centres undefined)
-10	C=CCN(Cc1cccc(C#N)c1)S(=O)(=O)c1ccc(C#N)cc1
-30	Cc1nc2c(c(N(C)C)n1)CCN(S(=O)(=O)c1c(C)nn(C)c1Cl)C2
-9	CCCCNC(=O)C1CCC(C)N(CC(=O)Nc2nc(CC)c(C)s2)C1 (centres undefined)
0	COc1ccc(OC)c(-c2nc(CN(C)C(C)c3ccncn3)c(C)o2)c1 (centres undefined)
-1	COc1ccc(COC(=O)c2csc(-c3ccc(OC)c(OC)c3)n2)cc1OC
-7	COC(=O)C1(NC(=O)c2cccc(S(=O)(=O)N(C)C3CCCCC3)c2)CCCCC1

Some of the compounds tested (hit frequency here may not be typical).
